# CHRM5 antagonist = antagonists of human muscarinic M5 receptor (CHRM5); AID 624040; CHO-hM5 cells, Fluo-8 calcium fluorescence, ACh EC80; P08912; inhibition, % at 3 µM; actives 0.59% (n = 360,000);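 active means inhibition above a per-plate cutoff, the mean of that plate's test compounds plus 3 SD, cut at about 27% in these data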;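 further: 0% = acetylcholine EC80 with DMSO and 100% = DMSO without agonist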
# Target sequence (P08912 whole entry, looked up): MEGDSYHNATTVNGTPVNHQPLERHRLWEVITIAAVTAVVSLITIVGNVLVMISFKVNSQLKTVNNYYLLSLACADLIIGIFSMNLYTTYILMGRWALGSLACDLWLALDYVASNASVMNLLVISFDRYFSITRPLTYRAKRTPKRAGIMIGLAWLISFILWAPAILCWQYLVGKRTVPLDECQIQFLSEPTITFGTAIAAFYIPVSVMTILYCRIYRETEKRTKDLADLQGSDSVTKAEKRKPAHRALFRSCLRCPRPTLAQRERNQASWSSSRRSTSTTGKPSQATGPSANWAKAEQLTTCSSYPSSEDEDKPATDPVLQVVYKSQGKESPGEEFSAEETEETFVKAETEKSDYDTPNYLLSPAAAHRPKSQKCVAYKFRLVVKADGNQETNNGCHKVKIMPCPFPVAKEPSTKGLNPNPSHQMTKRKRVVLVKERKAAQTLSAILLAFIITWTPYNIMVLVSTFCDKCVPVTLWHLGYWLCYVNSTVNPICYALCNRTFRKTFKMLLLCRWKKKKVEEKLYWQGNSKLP
# M1 PAM = human CHRM1 positive allosteric modulation; P11229; CHO-K1 hM1, Fluo-8 calcium fluorescence, ACh EC20; 0% = ACh EC20, 100% = maximal ACh; activation, % at 3 µM; actives 0.088% (n = 360,000); AID 588819; in the data active means activation above about 19%, passing the limit was not always enough
# M5 ag = CHRM5 agonism in calcium assay | CHO-K1 hM5 cells, Fluo-8 calcium fluorescence; 0% DMSO wells, 100% maximal acetylcholine response | P08912 | activation, % at 3 µM | actives 0.19% (n = 360,000);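 active means activation above the run's mean over test compounds plus 3 SD, cut at about 23% in these data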;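 further: signal is peak over basal fluorescence ratio across the kinetic read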
# CRFR2-BP ag = agonists of human CRF-binding protein/CRF-R2 receptor complex; activation, % at 13.2 µM; HEK293 CRF-R2/CRF-BP, calcium dye fluorescence (FLIPR); percent of saturating CRF peptide response; actives 0.46% (n = 350,000); AID 588473;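 active means activation of at least 50%, plus an integration ratio under a set limit after plate pattern correction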;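 further: plate controls were neutral control wells without compound for no effect and CRF at EC100 for full effect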
# CHRM4 PAM = positive allosteric modulators of human muscarinic M4 receptor; P08173; CHO-K1 hM4/Gqi5, Fluo-8 calcium fluorescence, ACh EC20; 0% = ACh EC20, 100% = maximal ACh; activation, % at 3 µM; actives 0.4% (n = 360,000); AID 624126;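 active means activation above its plate's cutoff, the mean activation of sample wells plus 3 SD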; further: some results filed as inactive read as strong as hits
# Target sequence (P08173 whole entry, looked up): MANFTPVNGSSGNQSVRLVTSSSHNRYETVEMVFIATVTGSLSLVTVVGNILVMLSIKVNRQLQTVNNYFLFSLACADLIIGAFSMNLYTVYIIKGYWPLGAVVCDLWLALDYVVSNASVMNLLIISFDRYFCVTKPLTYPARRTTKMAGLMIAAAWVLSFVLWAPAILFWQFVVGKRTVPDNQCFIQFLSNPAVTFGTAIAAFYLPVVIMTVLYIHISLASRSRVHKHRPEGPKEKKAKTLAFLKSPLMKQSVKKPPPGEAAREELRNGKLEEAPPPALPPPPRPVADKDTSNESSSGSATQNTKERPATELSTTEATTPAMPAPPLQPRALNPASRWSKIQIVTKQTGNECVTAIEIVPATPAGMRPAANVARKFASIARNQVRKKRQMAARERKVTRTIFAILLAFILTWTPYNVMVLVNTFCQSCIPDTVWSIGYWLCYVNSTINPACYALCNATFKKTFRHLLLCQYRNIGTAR
# M1 antag = antagonists of human M1 muscarinic receptor | P11229 | actives 1.3% (n = 360,000) | CHO-K1 hM1, Fluo-8 calcium fluorescence, ACh EC80 antagonist | AID 588852 | inhibition, % at 3 µM;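 active means percent inhibition above its own plate's cutoff, namely the mean of that plate's compound wells plus 3 SD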;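 further: peak over basal fluorescence ratio during 140 s after agonist addition; 0% = ACh EC80 plus DMSO and 100% = DMSO alone without agonist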
# M4 ag = agonists of human muscarinic M4 receptor (CHRM4) | AID 624127 | CHO-K1 hM4/Gqi5, Fluo-8 calcium fluorescence; vehicle 0%, full acetylcholine response 100% | actives 0.14% (n = 360,000) | activation, % at 3 µM;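 active means activation above the run mean over all test wells plus 3 SD, cut at about 32% in these data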;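 further: peak over basal fluorescence ratio per well then scaled between controls; 0% = DMSO wells and 100% = acetylcholine at EC100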
# M5 PAM = CHRM5 positive allosteric modulation; P08912; CHO-K1 hM5, Fluo-8 calcium, ACh EC20 PAM; 0% = ACh EC20, 100% = ACh EC100; activation, % at 3 µM; actives 0.3% (n = 360,000); AID 624038;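 active means activation above the run cutoff, the mean activation of all test compounds plus 3 SD, cut at about 18% in these data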
#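 System – CHO-K1 hM5 cells · Compound – 3 µM, single dose · Incubation – compound preincubation 140 s before EC20 acetylcholine addition · Technique – Fluo-8 calcium fluorescence · Measure – Max/basal fluorescence ratio as % of EC20–EC100 ACh window · Benchmarks – low control EC20 acetylcholine (0%), high control EC100 acetylcholine (100%) · Replication – singlicate, one well per test compound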
# M4 antag = CHRM4 antagonism in calcium assay | P08173 | CHO-hM4 cells, ACh EC80, Fluo-8 calcium fluorescence | inhibition, % at 3 µM | actives 0.73% (n = 360,000);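 active means inhibition above its plate's cutoff, the mean inhibition of sample wells plus 3 SD, cut at about 27% in these data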;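 further: 0% = acetylcholine EC80 with DMSO and 100% = DMSO without agonist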
# * hit, by the source's call; nt = not tested or not shown.
SMILES,CHRM5 antagonist,M1 PAM,M5 ag,CRFR2-BP ag,CHRM4 PAM,M1 antag,M4 ag,M5 PAM,M4 antag
Cn1c(SC(C(=O)Nc2ccc(F)cc2)c2ccccc2)nc2ccccc21 (stereo unspecified),10.8,-11.2,-4.7,-0.1,-8.8,7.1,0.4,-8.6,-6.2
O=C(NCCc1ccc(F)cc1)C(=O)NCC1CCCN1S(=O)(=O)c1cccs1 (stereo unspecified),18.4,1.2,3.6,-0.6,-12.5,8.1,19.6,-26.9,7.1
Cc1cc(=O)oc2c3c(ccc12)OC/C3=N/N,2.6,8.4,-2.8,3.9,13.7,-11.2,0.7,0.6,1.2
CCc1ccc(OC2(C)CCN(Cc3ccc4c(c3)OCCO4)C2)cc1 (stereo unspecified),4.6,-11.1,-1.6,nt,-2.4,7.9,3.9,-5.0,-20.0
Cc1cc(-c2nc3ccccc3[nH]2)ccc1N,5.0,6.1,-2.7,-0.1,-0.6,-4.7,1.5,-0.4,-0.4
COc1cc(CN2CCN(CCCc3ccccc3)C(CCO)C2)cc(OC)c1O (stereo unspecified),3.2,1.4,-11.4,-0.9,-2.4,-7.3,1.2,1.4,1.2
O=C(CCCCCN1C(=O)C2C3C=CC(C3)C2C1=O)Nc1nccs1 (stereo unspecified),1.4,-1.3,6.6,0.2,-6.5,-6.3,0.8,-11.2,5.4
COC(=O)CCC(=O)Nc1ccc(NC(=O)CCC(=O)OC)cc1,12.9,-1.0,-2.5,0.2,-2.2,5.6,0.2,-1.5,1.5
CCOC(=O)c1cccc(NC(=O)c2ccc(F)cc2F)c1,2.8,3.7,0.7,-2.9,9.4,-2.4,0.3,-1.2,0.0
CCN(Cc1ccccc1)C(=O)COC(=O)c1cc(S(=O)(=O)Nc2c(C)n(C)n(-c3ccccc3)c2=O)ccc1C,1.4,8.3,-3.9,-0.4,2.8,-14.5,1.0,1.6,12.7
CC1(C)CC(=O)C(=Cc2cn(CCC#N)nc2-c2ccc(F)cc2)C(=O)C1,-5.3,13.5,-2.1,-0.5,17.6,-3.9,0.1,4.6,-8.2
O=C(Nc1ccccc1C(=O)N1CCOCC1)c1ccc(Br)cc1,-14.4,2.4,-0.2,-0.1,1.0,3.3,4.8,6.5,-7.1
CC1=C(C#N)C(=O)OC(C)(C)C1,-3.1,5.8,3.7,35.9,5.7,-3.7,1.3,2.7,1.5
O=C(Oc1ccc2ccccc2c1Br)N1CCCCCC1,-9.2,3.9,1.2,3.9,-6.2,1.3,-2.5,-2.0,-1.9
CCOC(=O)C=C(OC(=O)c1ccc(OC)cc1)c1ccccc1,10.7,13.3,-3.5,5.6,-5.5,-16.2,0.6,0.2,-3.2
Cc1cccc(CC(=O)Nc2cccnc2)c1,9.0,14.3,-8.1,-0.3,-0.9,-14.2,1.5,4.2,-1.3
CC(=O)c1cccc(NC(=O)NC2CC(=O)N(c3ccc4c(c3)OCCO4)C2)c1 (stereo unspecified),7.3,0.9,-0.3,0.7,-2.0,-1.1,0.7,-2.8,4.9
Cn1c(=O)[nH]c(=O)c2c1nc(N1CCOCC1)n2CCSc1nnnn1-c1ccccc1,5.2,8.4,-0.5,-1.2,7.6,-14.9,1.5,-1.0,5.3
CC(=O)Nc1cc(C(=O)N(C)Cc2ccco2)ccc1Sc1ccc(Cl)cc1,9.2,-5.0,0.7,-2.3,-1.6,-1.8,3.8,-7.4,8.7
Cc1cc(NC(=O)COC(=O)c2cc(S(=O)(=O)N(C)c3ccccc3)ccc2Cl)no1,11.6,-0.8,-2.5,-0.8,-12.2,-3.9,4.6,-9.3,-3.1
Cc1[nH]c2ccc(Br)cc2c(=S)c1C/C=C/Cl,9.2,4.8,0.5,-1.3,-4.1,-1.5,-0.2,-1.6,-2.6
COc1cc2oc(=O)cc(-c3ccc(-c4ccc(CO)cc4)cc3)c2c(OC)c1OC,2.3,4.9,0.3,-0.1,-2.6,-2.6,5.8,-3.9,1.0
CCOc1ccc(CCNC(=O)CN(C)S(=O)(=O)c2cccc3nsnc23)cc1OCC,-4.6,0.4,1.7,-1.1,3.3,1.6,7.2,3.4,-8.1
CC(C)CC(=O)Nc1cccc(-c2nc3ccccc3o2)c1,-0.5,-2.2,0.6,15.4,1.2,2.2,3.5,-0.8,1.9
CSc1cccc(NC(C)=O)c1,2.4,4.3,-0.2,-0.7,2.0,-11.1,-0.4,3.0,7.1
CC1CCCCN1C(=O)C12CCC(C)(C(=O)C1)C2(C)C (stereo unspecified),-0.7,1.9,0.4,-1.2,1.6,-21.8,-1.3,-3.6,6.6
C/C(=N\NC(=O)C1(C)CC1(Br)Br)c1cccc(NC(=O)c2ccc(C)o2)c1 (stereo unspecified),18.6,-3.2,-0.8,3.0,-5.4,5.1,10.7,-11.5,-8.5
O=C(N/N=C/c1ccoc1)c1cccc(OC(F)(F)C(F)F)c1,9.5,3.2,-1.2,-1.1,-11.8,-7.1,8.7,-6.9,-1.0
CCc1cc(=O)oc2c3c(cc(OCC(=O)NC4CC4)c12)OC(C)(C)CC3,8.0,-4.2,0.0,1.0,-1.4,1.2,3.0,-5.0,-1.6
CCn1nc(C)c(/C=C/C(=O)Nc2ccc(C)cc2C)c1C,6.3,3.9,-0.1,1.6,4.9,-3.7,3.5,-2.5,11.0
O=C(c1cc2ccccc2oc1=O)N1CCN(Cc2ccc3c(c2)OCO3)CC1,-3.7,3.2,-2.4,0.4,-2.3,-8.7,2.1,-1.5,0.1
Cc1ccc(NC(=O)CN2C(=O)C3C4C=CC(C4)C3C2=O)cc1 (stereo unspecified),9.3,9.0,1.7,3.4,-3.5,-6.7,0.7,2.5,-2.2
COc1ccc(CNC(=O)C(=O)NC2CC(C)(C)NC(C)(C)C2)cc1,9.8,4.3,1.3,-0.1,-3.7,-4.8,0.1,-7.3,-1.0
COc1ccc(CCNC(=O)COC(=O)Cc2cccc(F)c2)cc1,3.0,-1.3,-0.4,-0.9,3.9,4.8,0.2,3.0,-3.9
Cc1ccc(CCNC(=O)CCNS(=O)(=O)c2ccc3c(c2)c(=O)n(C)c(=O)n3C)cc1,5.4,6.4,-3.9,-1.3,-1.0,-14.7,-0.4,-8.1,-5.3
Cn1c(=O)c(=O)n(C)c2cc(S(=O)(=O)N3CCCCCC3)ccc21,-0.1,4.9,-1.6,-0.7,1.8,-5.7,0.6,-3.2,0.0
CCOc1c(Nc2cccc(Cl)c2)c(=O)c1=O,6.0,18.1,-1.7,-0.3,17.7,-16.7,1.1,7.9,-15.8
COCCn1c(SCC(=O)Nc2cccc(OC)c2)nc2c(oc3ccccc32)c1=O,3.0,3.2,-2.0,-1.9,-7.4,-7.9,4.3,0.1,-3.6
Cc1ccccc1NC(=O)/C(C#N)=C\c1cccnc1,7.1,4.7,-1.9,-1.1,3.6,-11.7,0.3,-1.9,15.4
Cc1ccc(NC(=O)CCC(=O)N/N=C/C=C/c2ccccc2)cc1,15.8,3.1,-4.7,0.9,-2.5,-8.1,0.0,-4.9,-0.3
C=CCN1C(=O)c2ccc(C(=O)OCC(=O)N(C)C3CCCCC3)cc2C1=O,3.6,10.5,-1.1,3.8,3.0,-16.6,0.9,2.0,-3.1
c1ccc(-c2nnc(CSc3nnc(-c4ccncc4)n3Cc3ccco3)o2)cc1,3.3,8.2,5.7,0.8,-3.3,-11.8,7.0,-6.8,-2.9
c1ccc(Cn2c(CSc3nnnn3-c3ccccc3)nc3ccccc32)cc1,-4.5,-1.3,3.5,-0.8,3.2,-0.5,0.9,-1.8,3.8
COc1ccc(CNC(=O)c2cnc(C)cn2)cc1,0.8,6.0,-0.2,1.4,11.1,-10.8,1.6,0.3,-13.9
CCOC(=O)C1=CC[C@H]2c3c(c4ccccc4n3C)C[C@H]1N2C,5.1,4.9,0.6,-0.9,7.5,-5.4,3.8,-2.0,-0.3
O=C(O)c1ccc(NC2(C(=O)O)CCCC2)cc1,-2.2,4.7,2.3,1.8,4.6,-8.9,0.5,12.1,-15.3
CSc1ccc(S(=O)(=O)NCCSC(C)(C)C)cc1,14.2,-1.5,-3.5,0.7,-8.8,-3.4,1.2,-10.1,0.8
O=C(c1ccc2ccccc2n1)N1CCN(c2ccccn2)CC1,21.9,-2.5,-3.1,0.3,-10.1,-1.1,3.6,-6.7,4.7
CCOC(=O)/C(C#N)=C1\C=CN(C)C(C)=N1,0.1,13.2,-5.3,-2.2,7.7,-14.4,0.4,6.9,-1.9
Cn1nc(C(=O)NCc2ccccc2Cl)c2c1-c1ccccc1S(=O)(=O)C2,-0.9,1.5,-1.6,3.4,-6.9,-5.0,7.5,-1.4,-3.3
Cc1cc(C(=O)NC2CCCCCCC2)ccc1[N+](=O)[O-],18.3,-0.7,-7.8,-1.1,-8.4,4.4,1.3,-8.7,14.3
Cc1nc2ccc(C(=O)Nc3ccc(N(C)C)cc3)cc2s1,11.4,-3.4,2.4,-1.2,-6.0,6.9,1.8,-9.8,-1.5
COc1ccc(S(=O)(=O)N(C)C)cc1NCC(=O)Nc1cccc2ccccc12,3.4,4.2,-1.0,-4.0,9.1,-28.0,4.2,-1.1,-11.3
COc1ccc2oc(-c3ccc(NC(=O)c4ccc(N5CCOCC5)c([N+](=O)[O-])c4)cc3)nc2c1,-1.0,6.2,-0.7,1.3,-4.1,-0.1,1.1,0.3,3.9
O=C(O[C@@H]1[C@H](Cc2ccccc2)NS(=O)(=O)[C@H]2C[C@@H]3C=C[C@]12O3)c1ccccc1Br,10.5,-2.7,1.9,-1.2,-1.8,2.0,2.3,-2.9,8.3
N#Cc1cc(-c2ccccc2)cnc1Sc1ccccc1,-15.1,-5.0,-5.8,4.2,-16.3,-2.2,-1.3,2.0,7.7
Cc1ccc(S(=O)(=O)N2CCCC(C(=O)NCCC3=CCCCC3)C2)cc1 (stereo unspecified),3.5,10.9,-2.8,-0.8,2.0,-7.7,0.3,-4.1,-3.0
CCN(CC)S(=O)(=O)c1ccc(C(=O)Nc2nnc(C(C)C)s2)cc1,2.1,0.1,1.7,6.3,-5.4,-3.0,11.4,-6.5,-4.9
Cc1[nH][nH]c(=O)c1C(c1cc(Br)ccc1O)c1c(C)[nH][nH]c1=O,0.9,0.5,-3.1,-0.1,-0.5,-4.8,0.5,-1.3,-5.1
COc1cc(S(=O)(=O)N2CCN=C2c2ccccc2)ccc1F,2.2,2.6,1.0,-1.1,-7.3,-2.6,-0.1,-2.2,9.9

# Whole records, quoted from the list. Screens in order: CHRM5 antagonist, M1 PAM, M5 ag, CRFR2-BP ag, CHRM4 PAM, M1 antag, M4 ag, M5 PAM, M4 antag
# Cc1cc(C(=O)NC2CCCCCCC2)ccc1[N+](=O)[O-] is listed with 18.3, -0.7, -7.8, -1.1, -8.4, 4.4, 1.3, -8.7, 14.3
# Cc1ccc(S(=O)(=O)N2CCCC(C(=O)NCCC3=CCCCC3)C2)cc1 (stereo unspecified) is listed with 3.5, 10.9, -2.8, -0.8, 2.0, -7.7, 0.3, -4.1, -3.0
# CCN(CC)S(=O)(=O)c1ccc(C(=O)Nc2nnc(C(C)C)s2)cc1 is listed with 2.1, 0.1, 1.7, 6.3, -5.4, -3.0, 11.4, -6.5, -4.9

# Screening data deposited in PubChem BioAssay by several laboratories.
